# Source: PubChem (several laboratories)
# Lmaj promast: Leishmania major promastigote growth inhibition, primary screen | Leishmania major promastigotes, resazurin fluorescence viability | inhibition, % at 10 µM | actives 9% (n = 200,000) | AID 1063, 2008; in the data active means inhibition above about 50%;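 further: promastigotes grown with compound for 44 hours at 28 °C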
# bIAP inhibitor: bovine intestinal alkaline phosphatase inhibitors, primary screen, selectivity assay for TNAP inhibitor project, biochemical, bovine IAP, CDP-star luminescence; AID 1019, 2008; alkaline phosphatase, intestinal [Bos taurus]; inhibition, % at 20 µM; 190,000 tested, under 10 active; purified bovine IAP, 30 min;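 active means over 50% inhibition of intestinal alkaline phosphatase at 20 µM in the single-dose screen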
#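 Assay system – bovine IAP enzyme · Quantity – bovine IAP at 1/65,000,000 final dilution · Detection – CDP-star luminescence signal · Times – 30 min reaction at room temperature · Also added – CDP-star substrate at 30 µM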
# SRC2 TRFRET art: TR-FRET signal artefacts, primary screen, artefact control for PPARgamma SRC-2 agonist project, biochemical; TR-FRET artefact counter-screen; hits give high values; TR-FRET ratio at 8 µM; actives 0.4% (n = 200,000); AID 1049, 2008; in the data active means TR-FRET ratio above about 2000; further: inactives centre near 1500
# PPARg SRC2 recr: agonists of PPARg-SRC-2 recruitment, primary screen, biochemical, HTS | actives 0.34% (n = 200,000) | Peroxisome proliferator-activated receptor gamma (Homo sapiens), P37231 | activation, % at 8 µM | PPARgamma LBD-SRC-2 recruitment; in the data active means activation above about 22%;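 further: 0% = vehicle and 100% = reference agonist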
# Target sequence (P37231 whole entry, looked up, the tested form may be a part): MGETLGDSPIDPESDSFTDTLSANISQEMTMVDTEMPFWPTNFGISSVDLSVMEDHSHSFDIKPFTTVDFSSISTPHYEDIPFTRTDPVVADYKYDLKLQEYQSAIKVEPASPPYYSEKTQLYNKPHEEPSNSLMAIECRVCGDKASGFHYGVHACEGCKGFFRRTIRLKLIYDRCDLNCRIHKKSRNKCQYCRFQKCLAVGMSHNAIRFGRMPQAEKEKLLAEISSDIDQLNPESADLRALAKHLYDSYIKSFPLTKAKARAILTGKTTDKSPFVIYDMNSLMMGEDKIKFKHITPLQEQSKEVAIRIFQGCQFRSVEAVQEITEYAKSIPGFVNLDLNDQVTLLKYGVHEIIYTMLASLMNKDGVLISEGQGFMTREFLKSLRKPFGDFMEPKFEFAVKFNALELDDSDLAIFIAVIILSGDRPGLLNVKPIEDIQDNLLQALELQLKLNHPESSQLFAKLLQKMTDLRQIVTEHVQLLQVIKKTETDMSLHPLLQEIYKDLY
# RAM network inh: inhibitors of the yeast RAM network, primary screen, dse1pr::URA3 reporter, 5-FOA selection; S. cerevisiae dse1pr::URA3 reporter, 5-FOA growth OD615, 2 d; analog-sensitive cbk1-as2 kinase mutant strain; actives 1.8% (n = 190,000); AID 868, 2007; inhibition, % at 50 µM;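 active means inhibition above a set limit, 3 SD over mean compound inhibition, cut at about 8.4% in these data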;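 further: 0% = DMSO-only wells with no growth and 100% = 10 µM 1-NA-PP1 full growth; inhibition rescues growth on 5-FOA so higher OD means more RAM inhibition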
# S1P3 antag: S1P3 receptor antagonists, primary screen, cell-based; Sphingosine 1-phosphate receptor 3 (Homo sapiens), Q99500; CHO S1P3 NFAT-BLA reporter, FRET fluorescence, antagonist mode; inhibition, % at 4.98 µM; actives 0.27% (n = 170,000);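 active means inhibition above the plate cutoff, the mean inhibition of test wells on that plate plus 3 SD, cut at about 28% in these data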;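 further: cells challenged with S1P at its EC80 of 0.8 µM; blue over green emission ratio from cleaved BLA substrate after 4 h stimulation; 0% = S1P-stimulated wells and 100% = unstimulated DMSO-only wells; some compounds past the cut are filed as inactive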
# Target sequence (Q99500 whole entry, looked up): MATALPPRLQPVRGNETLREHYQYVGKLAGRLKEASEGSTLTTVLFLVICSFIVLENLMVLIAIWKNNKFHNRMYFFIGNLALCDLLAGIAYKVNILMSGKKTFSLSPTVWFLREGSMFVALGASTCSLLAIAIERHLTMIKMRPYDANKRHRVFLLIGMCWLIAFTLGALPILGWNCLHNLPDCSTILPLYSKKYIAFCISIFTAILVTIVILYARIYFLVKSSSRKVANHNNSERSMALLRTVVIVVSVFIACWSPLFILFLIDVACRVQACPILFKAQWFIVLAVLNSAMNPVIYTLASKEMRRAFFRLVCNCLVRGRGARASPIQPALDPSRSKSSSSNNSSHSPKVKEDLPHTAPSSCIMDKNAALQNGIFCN
# Efa HMGR inh: inhibitors of E. faecalis class II HMGR, primary screen, biochemical, Enterococcus faecalis; HMG-CoA reductase (Enterococcus faecalis, mvaE); purified E. faecalis HMGR, NADPH absorbance 340 nm kinetic; actives 0.41% (n = 190,000); inhibition, % at 10 µM;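 active means inhibition above a set limit, the median over all tested compounds plus 3 SD, cut at about 9.5% in these data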;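 further: enzyme runs in reverse so mevalonate oxidation gives rising NADPH absorbance; 0% = complete reaction with DMSO and 100% = background rate lacking mevalonate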
# PPARg SRC-3 ag: PPARgamma agonists recruiting SRC-3 coactivator, primary screen, biochemical; Peroxisome proliferator-activated receptor gamma (Homo sapiens), P37231; biochemical PPARgamma/SRC-3 coactivator recruitment assay; activation, % at 8 µM; actives 0.26% (n = 200,000); AID 731, 2007; in the data active means activation above about 23%;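 further: 0% = DMSO and 100% = reference agonist; some compounds past the cut are filed as inactive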
# Redox H2O2 prof: compounds producing H2O2 with reducing agent – biochemical, NIH compound library profiling, artefact control for MLSCN library redox annotation, primary screen. actives 0.03% (n = 200,000). activation, % at 10 µM. AID 878, 2007. DTT-dependent redox cycling H2O2, phenol red/HRP absorbance; 100% = 100 µM peroxide control, 0% = buffer;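 active means activation of at least 50% relative to the plate's high and low controls in the primary single-dose screen; inactive means activation below 50%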;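 further: compound incubated with DTT at 0.8 mM final as the reducing agent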
# PPARg SRC-1 ag: PPARgamma agonists recruiting SRC-1 coactivator, primary screen, biochemical; PPARgamma-SRC-1 coactivator recruitment biochemical assay; Peroxisome proliferator-activated receptor gamma (Homo sapiens), P37231; actives 0.41% (n = 200,000); activation, % at 8 µM; in the data active means activation above about 19%;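 further: 0% = DMSO and 100% = reference agonist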
# ROMK primary: ROMK potassium channel modulators, primary screen, cell-based, thallium flux, MLSMR library; Tet-inducible ROMK, thallium flux fluorescence; actives lie on both sides; B-score at 10 µM; actives 2% (n = 130,000); AID 1918, 2009;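 active means signal ratio slope over the read window, or its plate-corrected B-score, at least 3 SD from the plate mean, either direction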;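 further: B-score of the F/F0 ratio slope over 7 to 12 s after thallium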
# An asterisk follows results filed as active; · = no result given; & = joins results of further samples.
SMILES	Lmaj promast	bIAP inhibitor	SRC2 TRFRET art	PPARg SRC2 recr	RAM network inh	S1P3 antag	Efa HMGR inh	PPARg SRC-3 ag	Redox H2O2 prof	PPARg SRC-1 ag	ROMK primary
O=C(COc1ccccc1Br)NCc1ccco1	1	11	1642	8	1.2	12	1	5	0.0	1	·
O=C(Nc1cnccn1)c1csc2ccccc12	-6	17	1417	1	0.5	13	-4	4	2.4	2	·
CCCCNC(=O)N(CC)c1c(N)n(Cc2ccccc2)c(=O)[nH]c1=O	10	-18	1392	-1	0.4	-13	-1	0	0.6	2	-1.1
C=CCn1c(SCC(=O)c2cccs2)nnc1-c1cccc(OC)c1	-4	6	1641	2	-1.5	16	-3	1	-2.6	2	·
CC(/C=C\c1cccnc1)=C/C(=O)O	-7&0	-8&31	1616&1482	5&2	2.1&0.5	·	-3&0	9&-12	-7.5&-0.7	6&-4	0.77
COc1cc(OC)cc(C(=O)NCc2ccc3[nH]c(C)cc3c2)c1	4	-6	1488	10	1.1	-16	2	4	-0.7	12	0.77
Cc1ccnc(NC(=O)CS(=O)(=O)Cc2ccccc2)c1	3	15	1622	-1	2.0	·	-3	4	-1.4	0	·
COc1cc(/C=N/N=C2/NC(=O)C(Cc3ccc(F)cc3)S2)ccc1O (stereo not drawn)	0	6	1559	10	4.2	2	2	4	0.2	2	0
O=C(Nc1ccc(C(=O)O)cc1)/C(=C\c1ccc2c(c1)OCO2)NC(=O)c1ccc(Br)cc1	-2	5	1652	6	11*	-19	0	5	-1.3	6	0.72
COc1ccc(/C=C2/N=C3CCCCCN3C2=O)cc1OC	11	12	1506	4	0.0	·	8	7	3.1	-2	-0.74
O=C(N/C(=C\c1ccccc1)C(=O)N1CCCCCC1)c1ccccc1	20	2	1451	-5	2.3	2	-7	-2	-0.8	-3	-0.56
Cc1ccc(S(=O)(=O)c2c(N)n(Cc3ccco3)c3nc4ccccc4nc23)cc1C	91*	-1	1562	6	3.7	·	0	6	0.6	0	-2.2
Cc1ccc(S(=O)(=O)c2nc(C)oc2NCc2ccccc2)cc1	0	11	1775	-1	-0.5	-26	-6	4	1.0	0	·
CCNC(=S)N/N=C/c1cc(C)ccc1C	-6	18	1644	-1	1.9	-4	1	1	-0.1	7	·
COc1ccnc(Oc2ccccc2)c1C(=O)N/C=N/OCc1ccc(F)cc1Cl	-1	9	1506	-9	4.0	·	-6	-4	3.4	-3	·
CCN1CN(Cc2ccccc2)CNC1=S	-6	2	1535	-10	-0.9	3	-6	-3	0.3	-4	·
Cc1ccc(S(=O)(=O)N2CCC(C(=O)N[C@@H](Cc3ccccc3)C(=O)O)CC2)cc1	54*	-1	1481	1	0.8	-20	-2	8	0.3	-4	·
Cc1cc(NC(=O)CSc2cc(Cl)ccc2Cl)n(-c2ccccc2)n1	8	22	1465	-3	2.6	-18	-11	-4	0.6	1	·
Cc1ccc(C(=O)Oc2ccc(/C=N/NC(N)=O)cc2)cc1	9	-11	1684	4	2.2	1	3	5	-1.9	5	-0.75
O=C(CCC1CCCN(C(=O)CCN2CCCCC2=O)C1)NCc1ccccc1F (stereo not drawn)	-5	-4	1619	9	1.1	-22	-6	5	0.0	-6	0.012
O=C(c1c[nH]c(C(=O)C(Cl)(Cl)Cl)c1)c1ccc(F)cc1Cl	71*	-2	1508	3	-2.0	-15	0	-1	-0.5	-2	0.69
CCOC(=O)c1c(NC(=O)CN2C(=O)NC(C)(c3ccccc3)C2=O)sc(C)c1C (stereo not drawn)	70*	0	1636	4	3.3	-8	3	7	-0.2	7	-0.028
Cc1ccc(SCc2[nH]nc3c2C(C(C)C)C(C#N)=C(N)O3)cc1 (stereo not drawn)	15	-17	1693	1	5.4	·	0	1	2.7	5	·
CCCOc1ccc(-c2nc(=S)[nH][nH]2)cc1	-5	-14	1446	4	2.8	·	2	-3	0.2	-2	-0.62
Cc1ccc(/C=C2\SC(=S)N(CCC(=O)NNC(=O)c3cccnc3)C2=O)cc1	-2	8	1629	-7	0.9	9	-6	2	0.3	-2	·
CCC(C(=O)NCc1ccco1)N(C(=O)CNS(=O)(=O)c1ccccc1)C1CCCCC1 (stereo not drawn)	40	-14	1703	2	1.2	·	-1	3	0.1	1	0.23
Cc1cccc(-n2c(SCC(=O)Nc3ccc4c(c3)OCO4)nnc2-c2ccoc2C)c1	-8	0	1544	1	5.1	26	0	1	3.0	0	0.0092
Cc1cccc(N2CCN(C(=O)c3cccc(S(=O)(=O)N4CCc5ccccc5C4)c3)CC2C)c1 (stereo not drawn)	17	17	1419	6	1.2	3	-3	-6	2.1	6	·
CCCC(=O)C1=C(SCC)CC(C)(C)C(C(=O)OC)C1=O (stereo not drawn)	13	13	1525	-7	0.0	-27	3	-5	-0.5	8	0.45
CCNC(=O)OCc1cn(-c2ccccc2)nn1	8	-9	1667	-4	0.5	-7	-2	-1	-0.6	-5	-0.68
Cc1cc(C)c(C)c(S(=O)(=O)NC2CCN(Cc3ccccc3)CC2)c1C	59*	-11	1669	4	-1.1	-13	0	1	-1.2	-7	-4*
Cc1ccccc1-c1nn2c(-c3ccccc3)nnc2s1	-1	16	1455	7	3.1	·	-1	-4	-1.4	2	-2.6
CCCNC(=O)c1ccccc1NC(=O)c1ccccc1N(C)S(C)(=O)=O	-7	-5	1571	6	2.2	·	-2	11	0.2	-4	0.56
COc1ccc(/C(C)=N/NC(=O)CNC(=O)c2cccs2)cc1	-1	7	1609	-6	2.7	-16	-4	-1	-0.3	5	1.7
Cc1ccc(SC(C)C(=O)NCc2ccncc2)cc1 (stereo not drawn)	-1	-6	1442	-2	0.0	-6	3	-6	-1.4	-1	2.5*
Fc1ccc(N2CCN(c3nc(CN4CCOCC4)nc4scc(-c5ccccc5)c34)CC2)cc1	67*	-17	1704	6	0.1	-3	2	2	-1.3	2	0.012
CC(=O)C(CC(=O)N1CCCc2ccccc21)C(=O)Nc1ccc(F)cc1 (stereo not drawn)	3	-3	1521	2	0.7	·	0	6	0.1	-5	-0.37
C=CCSc1nnc2c(n1)OC(C)=Nc1ccc(Br)cc1-2	-5	-3	1403	-3	5.6	-12	-3	2	0.4	7	2.1
Cc1ccc2sc(N(CCCN(C)C)C(=O)CN3C(=O)c4ccccc4C3=O)nc2c1C	2	-2	1693	8	2.1	5	-2	4	-0.9	1	1.8
O=C(Nn1cnnc1)c1ccc(F)c(S(=O)(=O)N2CCCCC2)c1	-3	-10	1470	-3	0.0	-5	-9	-6	1.6	-1	·
CCOc1cc(/C=N\NC(=O)c2ccc(NC(=O)C(C)(C)C)cc2)ccc1OC(=O)c1ccc(OC)cc1	-4	-7	1686	4	2.3	·	1	5	-17	-2	·
CC(C(=O)N1CCOCC1)n1cc([N+](=O)[O-])cn1 (stereo not drawn)	4	-13	1433	-1	1.0	-19	-4	0	0.4	0	-0.63
O=C(Cc1ccccc1)NCCSCc1ccc(Cl)cc1	0	-2	1473	1	0.3	·	0	4	-2.1	6	·
Cc1cc(C(=O)COC(=O)c2cccnc2Cl)c(C)n1-c1c(C)n(C)n(-c2ccccc2)c1=O	-6	-4	1686	6	1.5	-10	0	-1	0.0	-3	0.7
CC(NC(=O)/C(C#N)=C1\N=C(NC(=O)c2cccs2)c2ccccc21)c1ccccc1 (stereo not drawn)	-7	-3	1591	-2	2.4	-7	-8	-1	-0.1	5	·
Cc1ccc(CC(=O)NCc2cccnc2)cc1	4	-13	1640	2	1.4	-2	-7	5	-0.1	10	-0.27
COc1cccc(NC(=O)Cc2nnc(SCC(=O)NC(C)c3ccccc3)n2C)c1 (stereo not drawn)	-1	0	1799	-3	-0.6	·	2	1	0.0	6	0.21
O=C(Nc1ncc2c(n1)-c1ccccc1OC2)c1ccccc1Cl	5	4	1394	-5	0.4	·	4	4	-4.6	-11	·
O=C(NCCc1c[nH]c2ccccc12)c1ccc([N+](=O)[O-])cc1	9	4	1558	-1	-0.1	0	-8	-11	0.4	-1	·
CCCCN(CC)C(=O)c1ccc(-c2ccccc2)cc1	45	4	1596	-2	-1.1	-8	1	5	-0.8	-3	·

# (more compounds)
SMILES	Lmaj promast	bIAP inhibitor	SRC2 TRFRET art	PPARg SRC2 recr	RAM network inh	S1P3 antag	Efa HMGR inh	PPARg SRC-3 ag	Redox H2O2 prof	PPARg SRC-1 ag	ROMK primary
CCOC(=O)c1cc(-c2ccccc2)n(CC(=O)NC(C)(C)C)c1C	5	-8	1410	-4	1.1	-8	6	1	-0.9	-7	-0.097
Cc1ccc(NC(=O)C(c2ccc(Cl)cc2)N2CCCCC2)cc1 (stereo not drawn)	10	3	1485	-1	2.5	·	1	4	-3.2	3	·
COc1cccc(C(=O)c2c(C)c(CCC#N)n3ccccc23)c1	2	-2	1477	-5	-0.1	-3	2	-3	-0.5	-10	-0.46
NC(=S)N=Nc1c(O)[nH]c2ccccc12	-5	6	1649	5	1.3	-7	-3	2	0.0	-1	0.48
O=C1c2ccccc2NC(c2ccccc2Cl)N1N=C1CCCCCC1 (stereo not drawn)	33	7	1448	-4	0.7	4	1	-2	-0.2	5	0.003
CCC(=O)Nc1cc(-c2nn(CC(=O)N3CCCCC3)c(=O)c3ccccc23)ccc1N1CCOCC1	-6	-5	1634	5	1.4	·	0	5	0.0	4	-0.21
N/C(=N/O)c1nc(N2CCCC2)nc(N(c2ccccc2)c2ccccc2)n1	20	4	1642	10	0.8	-12	-1	-5	0.0	0	-1.7
C=CCOc1ccccc1CN1CCSCC1	98*	7	1586	-2	2.5	-8	-1	-8	-1.1	9	-1.1
O=C(Nn1c(-c2ccccc2)nc2ccccc2c1=O)C1CCC1	3	6	1441	3	1.6	4	-7	-15	1.8	3	0.3
COc1ccc(CCNC(=O)C2CC(=O)N(c3ccc(F)cc3)C2)cc1OC (stereo not drawn)	-6	2	1758	8	0.8	·	-2	-3	-1.2	3	·
